Source: PubChem BioAssay
QS inhibitor: S. aureus quorum sensing inhibitors, primary screen, RNAIII-GFP reporter, flow cytometry. S. aureus RN6390 RNAIII-GFP reporter, AIP-induced, flow cytometry 3 h. inhibition, % at 2 µM. hit rate 0.3% among 24,000. AID 527, 2006;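 active = share of bacteria positive for the green fluorescent reporter and its mean brightness both inhibited by 50% or more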;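 also: 0% = AIP-stimulated control and 100% = unstimulated bacteria without AIP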
QS inhibitor GFP MFI %: recorded beside QS inhibitor, whose call it bears; inhibition, %; measured here: inhibition of GFP MFI
* = called active by the depositor; & = joins results of further samples.

SMILES	QS inhibitor	QS inhibitor GFP MFI %
CCC(NC(C)C)C(O)c1ccc(O)c2[nH]c(=O)ccc12 (configuration not stated)	1	14
CN(C)CCCC1(c2ccc(F)cc2)OCc2cc(C#N)ccc21 (configuration not stated)	0	-8
CNCCCN1c2ccccc2CCc2ccccc21	-2	1
Cc1ccc(N(CC2=NCCN2)c2cccc(O)c2)cc1	3&-4	21&-10

Two compounds picked at random from those above:
SMILES	QS inhibitor	QS inhibitor GFP MFI %
CN(C)CCCC1(c2ccc(F)cc2)OCc2cc(C#N)ccc21 (configuration not stated)	0	-8
CCC(NC(C)C)C(O)c1ccc(O)c2[nH]c(=O)ccc12 (configuration not stated)	1	14

These rows are one share of the data; the hit share may differ from the screen's.
